High-throughput results (PubChem)
PPARg SRC-1 ag – PPARgamma agonists recruiting SRC-1 coactivator, primary screen, biochemical. Peroxisome proliferator-activated receptor gamma (Homo sapiens), P37231. PPARgamma-SRC-1 coactivator recruitment biochemical assay. activation, % at 8 µM. actives 0.41% (n = 200,000). AID 631, 2007; in the data active = activation above about 19%;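 also: 0% = DMSO and 100% = reference agonist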
PPARg SRC-2 ag – agonists of PPARg-SRC-2 recruitment, primary screen, biochemical, HTS. activation, % at 8 µM. PPARgamma LBD-SRC-2 recruitment. actives 0.34% (n = 200,000); in the data active = activation above about 22%;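 also: 0% = vehicle and 100% = reference agonist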
Redox H2O2 prof – compounds producing H2O2 with reducing agent – biochemical, NIH compound library profiling, artefact control for MLSCN library redox annotation, primary screen; DTT-dependent redox cycling H2O2, phenol red/HRP absorbance; 100% = 100 µM peroxide control, 0% = buffer; activation, % at 10 µM; actives 0.03% (n = 200,000);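 active = activation of at least 50% relative to the plate's high and low controls in the primary single-dose screen; inactive = activation below 50%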;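 also: compound incubated with DTT at 0.8 mM final as the reducing agent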
S1P3 antagonist – S1P3 receptor antagonists, primary screen, cell-based; Sphingosine 1-phosphate receptor 3 (Homo sapiens), Q99500; inhibition, % at 4.98 µM; CHO S1P3 NFAT-BLA reporter, FRET fluorescence, antagonist mode; actives 0.27% (n = 170,000);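 active = inhibition above the plate cutoff, the mean inhibition of test wells on that plate plus 3 SD, cut at about 28% in these data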;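 also: cells challenged with S1P at its EC80 of 0.8 µM; blue over green emission ratio from cleaved BLA substrate after 4 h stimulation; 0% = S1P-stimulated wells and 100% = unstimulated DMSO-only wells; some compounds past the cut are filed as inactive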
Target sequence (Q99500 whole entry, looked up): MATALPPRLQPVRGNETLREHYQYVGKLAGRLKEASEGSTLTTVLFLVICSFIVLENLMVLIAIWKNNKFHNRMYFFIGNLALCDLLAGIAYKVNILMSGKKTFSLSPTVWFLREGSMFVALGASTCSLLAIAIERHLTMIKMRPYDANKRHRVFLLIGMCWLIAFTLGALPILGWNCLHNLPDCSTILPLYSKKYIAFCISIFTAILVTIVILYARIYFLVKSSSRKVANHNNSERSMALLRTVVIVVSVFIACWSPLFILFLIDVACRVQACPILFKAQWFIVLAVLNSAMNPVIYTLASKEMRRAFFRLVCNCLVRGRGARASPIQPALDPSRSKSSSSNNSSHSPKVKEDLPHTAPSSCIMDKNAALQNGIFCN
PPARg SRC-3 ag – PPARgamma agonists recruiting SRC-3 coactivator, primary screen, biochemical. Peroxisome proliferator-activated receptor gamma (Homo sapiens), P37231. biochemical PPARgamma/SRC-3 coactivator recruitment assay. activation, % at 8 µM. actives 0.26% (n = 200,000); in the data active = activation above about 23%;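 also: 0% = DMSO and 100% = reference agonist; some compounds past the cut are filed as inactive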
bIAP inhibitor – bovine intestinal alkaline phosphatase inhibitors, primary screen, selectivity assay for TNAP inhibitor project, biochemical, bovine IAP, CDP-star luminescence; alkaline phosphatase, intestinal [Bos taurus]; purified bovine IAP, 30 min; 190,000 tested, under 10 active; inhibition, % at 20 µM;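 active = over 50% inhibition of intestinal alkaline phosphatase at 20 µM in the single-dose screen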
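System: Purified bovine intestinal alkaline phosphatase (IAP) enzyme | Input: IAP diluted 1/65,000,000 in the well | Also added: CDP-star chemiluminescent phosphatase substrate, 30 µM final | Dosing: 20 µM single dose | Times: Enzyme reaction for 30 min at room temperature | Detection: Luminescence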
bIAP activator – bovine intestinal alkaline phosphatase activators, primary screen, biochemical, bovine IAP, CDP-star luminescence. AID 1016, 2008. actives 0.17% (n = 200,000). purified bovine IAP, 30 min; active compounds read high; fold of DMSO-control signal, blank-subtracted. activation factor at 20 µM;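 active = activation factor of 2 or more at 20 µM, a signal rise over negative controls twice the positive control's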
SRC2 TRFRET art – TR-FRET signal artefacts, primary screen, artefact control for PPARgamma SRC-2 agonist project, biochemical; TR-FRET artefact counter-screen; active compounds read high; TR-FRET ratio at 8 µM; actives 0.4% (n = 200,000); AID 1049, 2008; in the data active = TR-FRET ratio above about 2000; also: inactives centre near 1500
ROMK mod – ROMK potassium channel modulators, primary screen, cell-based, thallium flux, MLSMR library; ATP-sensitive inward rectifier potassium channel 1 (Homo sapiens), P48048; Tet-inducible ROMK, thallium flux fluorescence; actives lie on both sides; B-score at 10 µM; actives 2% (n = 130,000); AID 1918, 2009;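 active = signal ratio slope over the read window, or its plate-corrected B-score, at least 3 SD from the plate mean, either direction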;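 also: B-score of the F/F0 ratio slope over 7 to 12 s after thallium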
Target sequence (P48048 whole entry, looked up): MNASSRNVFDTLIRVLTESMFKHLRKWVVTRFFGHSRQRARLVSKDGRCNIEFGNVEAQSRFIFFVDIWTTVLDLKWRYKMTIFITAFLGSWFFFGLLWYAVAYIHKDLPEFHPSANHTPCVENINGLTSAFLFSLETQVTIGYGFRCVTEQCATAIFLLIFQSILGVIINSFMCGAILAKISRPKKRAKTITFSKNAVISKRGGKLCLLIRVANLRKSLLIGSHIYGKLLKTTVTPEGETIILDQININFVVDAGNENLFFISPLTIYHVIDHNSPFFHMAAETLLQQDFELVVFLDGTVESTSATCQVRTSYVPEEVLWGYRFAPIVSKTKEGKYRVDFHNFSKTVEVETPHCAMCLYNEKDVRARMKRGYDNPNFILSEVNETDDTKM
TLR4-MyD88 BLA – inhibitors of TLR4-MyD88 association in cells, primary screen, cell-based, HeLa CL3-4, BLA complementation, FRET ratio; inhibition, % at 8.4 µM; actives 0.18% (n = 200,000); AID 861, 2007; HeLa CL3-4 TLR4/MyD88 BLA complementation; Toll-like receptor 4 (Homo sapiens) + Myeloid differentiation primary response protein …; in the data active = inhibition above about 25%;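 also: 0% = vehicle and 100% = reference inhibitor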
L major viab – Leishmania major promastigote growth inhibition, primary screen | Leishmania major promastigotes, resazurin fluorescence viability | inhibition, % at 10 µM | actives 9% (n = 200,000) | AID 1063, 2008; in the data active = inhibition above about 50%;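 also: promastigotes grown with compound for 44 hours at 28 °C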
An asterisk follows results filed as active; . = not tested or not shown.

cpd	Molecule	PPARg SRC-1 ag	PPARg SRC-2 ag	Redox H2O2 prof	S1P3 antagonist	PPARg SRC-3 ag	bIAP inhibitor	bIAP activator	SRC2 TRFRET art	ROMK mod	TLR4-MyD88 BLA	L major viab
1	CCOc1cc2[nH]c(=O)n(CCCCC(=O)NCc3ccco3)c(=O)c2cc1OCC	4	10	-0.4	7	-2	5	0.9	1484	.	-4	-8
2	Cc1ccc(CN2CCN(/N=C/c3ccc(C(F)(F)F)cc3)CC2)c(C)c1	1	0	0.9	13	-6	14	0.9	1492	0.0037	7	14
3	CC1CCCCN1C(=O)CSc1nc2ccccc2n1CC(=O)N1CCc2ccccc21 (stereo not drawn)	-4	5	-0.8	4	-9	17	0.8	1461	.	9	-1
4	COc1ccc(-c2noc(CCC(=O)Nc3cccc(C)c3)n2)cc1	4	-1	-0.4	12	-8	7	0.9	1478	-0.079	-12	-7
5	Cc1ccc(-c2noc(CCC(=O)NCCc3ccccc3Cl)n2)cc1	7	0	1.3	2	6	8	0.9	1550	.	-6	0
6	Cc1nc(NC(=O)C(Cl)Cl)sc1C(=O)N(C)C	-1	-5	0.2	7	0	8	0.9	1317	0.044	-14	47
7	Cc1cc2ncn(CS(C)(=O)=O)c2cc1C	4	8	3.0	1	3	10	0.9	1521	0.27	14	-5
8	COc1ccc(NCC(O)COc2ccc(C(C)(C)C)cc2)cc1 (stereo not drawn)	2	12	-1.8	2	8	8	0.9	1569	-0.016	4	-1
9	O=C(Cc1c(F)cccc1Cl)NCCCn1ccnc1	-2	6	-7.8	.	5	7	0.9	1638	0.67	9	-4
10	COc1ccccc1NC(=O)CN1C(=O)C2(OCCCO2)c2ccccc21	8	6	-1.7	-12	3	5	0.9	1498	0.8	11	-7
11	Cc1ccc(NC(=O)c2sc(=S)n(-c3cc(C)ccc3F)c2N)cc1	6	7	-0.8	30*	4	2	1	1572	-0.88	5	-9
12	Cc1cc([N+](=O)[O-])nn1CC(=O)NCc1nc2ccccc2[nH]1	-5	-4	-1.1	-8	-1	1	1	1406	.	-20	7

S1P3 antagonist, entries above that show a hit.
| # | SMILES | PPARg SRC-2 ag | Redox H2O2 prof | S1P3 antagonist | bIAP inhibitor | bIAP activator | ROMK mod | TLR4-MyD88 BLA |
| --- | --- | --- | --- | --- | --- | --- | --- | --- |
| 11 | Cc1ccc(NC(=O)c2sc(=S)n(-c3cc(C)ccc3F)c2N)cc1 | 7 | -0.8 | 30* | 2 | 1 | -0.88 | 5 |

Next section
cpd	Molecule	PPARg SRC-1 ag	PPARg SRC-2 ag	Redox H2O2 prof	S1P3 antagonist	PPARg SRC-3 ag	bIAP inhibitor	bIAP activator	SRC2 TRFRET art	ROMK mod	TLR4-MyD88 BLA	L major viab
13	CC1Cc2ccccc2N1C(=O)CCNS(=O)(=O)c1cccc2nsnc12 (stereo not drawn)	5	15	-5.8	-1	7	6	0.9	1606	-0.24	-7	12
14	O=C(NCCCN1CCOCC1)C(=O)NCc1ccco1	-3	1	-1.1	-25	2	-15	1.1	1405	0.045	7	10
15	O=C1CCCN1c1ccc(S(=O)(=O)NCc2ccco2)cc1	-5	-3	0.0	.	8	8	0.9	1504	0.086	-17	-3
16	CC1CN(C(=O)/C=C/c2ccc([N+](=O)[O-])s2)CC(C)O1 (stereo not drawn)	4	-2	-0.4	-16	5	-20	1.2	1681	-0.26	-1	82*
17	N#CCCN(Cc1cccnc1)C(=S)Nc1ccc(OC(F)F)cc1	1	3	0.2	6	1	-15	1.1	1542	-0.16	9	-6
18	O=C(Cn1c(C(F)(F)F)nc2ccccc21)N/N=C/c1ccco1	5	2	-0.4	1	-3	-25	1.2	1680	2.1	-1	-7
19	CCOC(=O)c1nc(Nc2ccc(Nc3ccccc3)cc2)c2ccccc2n1	15	6	-0.2	-2	9	16	0.8	1599	0.94	3	40
20	c1ccc(C2c3[nH]c4ccccc4c3CCN2Cc2cccn2-c2cccnc2)nc1 (stereo not drawn)	0	-7	0.5	3	0	-9	1.1	1538	-0.0065	-1	0
21	CN(C)c1ccc(/C=C/C=N/Nc2nc(N3CCOCC3)nc(N3CCOCC3)n2)cc1	12	3	-0.5	-6	9	3	1	1679	0.19	12	1
22	CCC(CC)C(=O)Nc1ccc(Cl)c(Cl)c1	-1	4	-0.3	.	-3	16	0.8	1461	0.53	7	4
23	CCOC(=O)C1=C(C)NC(SCC(=O)O)=C(C#N)C1c1ccco1 (stereo not drawn)	1	-2	3.5	.	2	7	0.9	1537	.	-10	-13
24	COc1ccccc1NC(=O)COC(=O)c1ccc2c(c1)nc(C)n2-c1ccccc1	0	-2	0.3	0	5	16	0.8	1459	0.69	6	57*

Along the list, as entered above.
Entries 14–24 in ROMK mod read 0.045, 0.086, -0.26, -0.16, 2.1, 0.94, -0.0065, 0.19, 0.53, ., 0.69

Next records
cpd	Molecule	PPARg SRC-1 ag	PPARg SRC-2 ag	Redox H2O2 prof	S1P3 antagonist	PPARg SRC-3 ag	bIAP inhibitor	bIAP activator	SRC2 TRFRET art	ROMK mod	TLR4-MyD88 BLA	L major viab
25	CCCn1c(SCc2ccc(Cl)cc2)nc2c1c(=O)[nH]c(=O)n2C	4	4	-0.8	18	5	17	0.8	1626	.	-8	20
26	OC(CNCC1CCCO1)Cn1c2ccccc2c2ccccc21 (stereo not drawn)	6	8	-0.8	6	12	-6	1.1	1539	-4.1*	-6	25
27	COc1ccc(OC)c(C(O)c2nc3ccccc3n2C(C)C)c1 (stereo not drawn)	1	7	0.1	24	7	3	1	1434	-0.17	1	10
28	O=C(Nc1ccc2ccccc2c1)NC1CCS(=O)(=O)C1 (stereo not drawn)	3	3	0.7	4	7	7	0.9	1508	-0.31	7	-3
29	O=C(O)CCn1[nH]c(=O)c2ccccc2c1=O	9	11	0.2	.	15	12	0.9	1720	-0.97	9	-3
30	CCOC(=O)CCNC(=O)N1CCCC(CCC(=O)N(C)CCc2ccccn2)C1 (stereo not drawn)	8	10	-0.9	-1	3	9	0.9	1454	0.32	0	-9
31	COc1cc(C)nc(N(Cc2ccccc2)S(=O)(=O)c2ccccc2)n1	-5	-2	0.6	18	6	13	0.9	1483	.	1	19
32	O=C1CC(N(O)c2ccccc2)C(=O)N1Cc1ccccc1 (stereo not drawn)	0	2	-1.1	7	-2	21	0.8	1670	.	4	-3
33	CC(=O)Nc1cccc(Cn2cccn2)c1	1	-7	2.9	-10	8	0	1	1592	.	6	-1
34	CCOC(=S)SCC(=O)Nc1nc(-c2ccc(Br)cc2)cs1	2	1	0.6	-17	1	7	0.9	1619	0.12	2	11
35	C/C(=N\N=C1\NC(=O)CC(C(=O)O)S1)c1ccc(F)cc1 (stereo not drawn)	16	-6	0.1	5	2	4	1	1531	0.7	0	52*
36	CS(=O)(=O)N1CCN(C2CCN(Cc3ccccc3)CC2)CC1	6	-3	0.0	15	7	2	1	1520	.	14	77*

An excerpt from above in order of length of the SMILES, highest first.
cpd	Molecule	PPARg SRC-1 ag	PPARg SRC-2 ag	Redox H2O2 prof	S1P3 antagonist	PPARg SRC-3 ag	bIAP inhibitor	bIAP activator	SRC2 TRFRET art	ROMK mod	TLR4-MyD88 BLA	L major viab
20	c1ccc(C2c3[nH]c4ccccc4c3CCN2Cc2cccn2-c2cccnc2)nc1 (stereo not drawn)	0	-7	0.5	3	0	-9	1.1	1538	-0.0065	-1	0
13	CC1Cc2ccccc2N1C(=O)CCNS(=O)(=O)c1cccc2nsnc12 (stereo not drawn)	5	15	-5.8	-1	7	6	0.9	1606	-0.24	-7	12
17	N#CCCN(Cc1cccnc1)C(=S)Nc1ccc(OC(F)F)cc1	1	3	0.2	6	1	-15	1.1	1542	-0.16	9	-6

New compounds follow
cpd	Molecule	PPARg SRC-1 ag	PPARg SRC-2 ag	Redox H2O2 prof	S1P3 antagonist	PPARg SRC-3 ag	bIAP inhibitor	bIAP activator	SRC2 TRFRET art	ROMK mod	TLR4-MyD88 BLA	L major viab
37	CC(CN1CCN(C)CC1)OC(=O)c1ccccc1Cl (stereo not drawn)	4	-1	-0.8	.	-3	-6	1.1	1651	.	3	-2
38	CS(=O)(=O)c1ccc(Sc2nc3ccccc3s2)c([N+](=O)[O-])c1	-6	0	0.2	-8	1	6	0.9	1338	.	2	80*
39	O=C(/C=C/c1ccco1)NC1=NCCS1	4	2	0.0	-4	1	4	1	1492	.	6	1
40	CCOC(=O)C1CCN(S(=O)(=O)c2ccc(NC(=O)OC)cc2)CC1	-6	-1	-0.8	4	0	9	0.9	1753	-1	-5	-4
41	O=C(CCC(=O)N1CCN(C(=O)c2ccco2)CC1)c1ccc(F)cc1	9	15	-1.4	-22	3	-11	1.1	1755	-0.049	-14	-6
42	CCOC(=O)Nc1cccc(Nc2ccccc2)c1	4	7	-1.7	33	4	12	0.9	1606	.	-5	24
43	O=C(O)[C@H](Cc1ccccc1)NC(=O)N1CCOCC1	1	1	-0.6	-18	13	5	0.9	1582	.	-3	70*
44	CCCCNc1c([N+](=O)[O-])cc(C(=O)O)cc1[N+](=O)[O-]	3	3	-0.1	1	-1	38	0.6	1452	-0.44	-2	-4
45	Cc1nn(C)c(Cl)c1C(=O)NC(C(=O)O)c1ccccc1 (stereo not drawn)	4	0	-1.0	-5	1	-10	1.1	1323	.	-17	0
46	CC(C)=CCN1CCN(Cc2cccc3c2OCO3)CC1CCO (stereo not drawn)	6	4	-1.8	-4	5	2	1	1473	0.84	-2	-1
47	COc1ccc(CCNC(=O)Cn2c(=O)n(-c3ccc(C)c(F)c3)c(=O)c3sccc32)cc1OC	8	4	-0.6	-21	-2	3	1	1654	-0.068	-12	0
48	COc1ccc(/C=N/NC(=O)Nc2cccc3nsnc23)cc1	-4	-7	1.6	-14	-1	-2	1	1438	.	-5	-2
